ARFGAP1 inhibitor: rat ARFGAP1 inhibition; 0.26% of 360,000 active; Arfgap1-stimulated ARF1 GTP hydrolysis, GDP FP detection; Q62848; inhibition, % at 16.5 µM;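 active means inhibition above a per-plate limit, mean inhibition of low control wells plus 3 SD, cut at about 25% in these data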;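 further: 0% = DMSO wells with enzyme and 100% = wells lacking Arfgap1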
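Material: rat Arfgap1 GAP domain (His6, aa 1-136), purified enzyme. Also added: human ARF1(Δ1-17)-GTP substrate. Compound dosing: 16.5 µM single point, 1.26% DMSO. Timing: enzyme reaction 120 min at 25 °C after 20 min preincubation. Signal: GDP detection by fluorescence polarization. Read-out basis: percent inhibition of GAP-stimulated GDP formation, scaled between DMSO and no-Arfgap1 medians.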
ADAM10 inh: inhibitors of human ADAM10; inhibition, % at 7 µM; 0.62% of 370,000 active; recombinant ADAM10, EDANS/DABCYL FRET peptide cleavage, 3 h; O14672;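 active means inhibition above a per-campaign cutoff equal to the mean of compounds falling between control-based bounds plus 3 SD, cut at about 20% in these data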;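 further: 0% = DMSO wells while the 100% control is not disclosed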
FXN GAA850 act: frataxin GAA850 promoter activation; activation, % at 6 µM; HEK293 lucGAA850 FXN promoter luciferase reporter, 24 h; percent of 10 µM SAHA response; AID 540364; 0.56% of 360,000 active;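 active means activation above the average of all compounds screened plus 3 SD, cutoff fixed separately per campaign, cut at about 7.5% in these data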;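 further: 0% = DMSO wells and 100% = 10 µM SAHA wells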
NPR2 activator: GC-B (human) receptor activation | P20594 | HEK293-GC-B cells, CNP EC30, cGMP TR-FRET; 0% at EC30 CNP, 100% saturating CNP | activation, % at 10 µM | 0.11% of 370,000 active;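 active means activation at 10 µM reaching about 35% in either raw or pattern-adjusted values, limit read from the data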
Target sequence (P20594 whole entry, looked up): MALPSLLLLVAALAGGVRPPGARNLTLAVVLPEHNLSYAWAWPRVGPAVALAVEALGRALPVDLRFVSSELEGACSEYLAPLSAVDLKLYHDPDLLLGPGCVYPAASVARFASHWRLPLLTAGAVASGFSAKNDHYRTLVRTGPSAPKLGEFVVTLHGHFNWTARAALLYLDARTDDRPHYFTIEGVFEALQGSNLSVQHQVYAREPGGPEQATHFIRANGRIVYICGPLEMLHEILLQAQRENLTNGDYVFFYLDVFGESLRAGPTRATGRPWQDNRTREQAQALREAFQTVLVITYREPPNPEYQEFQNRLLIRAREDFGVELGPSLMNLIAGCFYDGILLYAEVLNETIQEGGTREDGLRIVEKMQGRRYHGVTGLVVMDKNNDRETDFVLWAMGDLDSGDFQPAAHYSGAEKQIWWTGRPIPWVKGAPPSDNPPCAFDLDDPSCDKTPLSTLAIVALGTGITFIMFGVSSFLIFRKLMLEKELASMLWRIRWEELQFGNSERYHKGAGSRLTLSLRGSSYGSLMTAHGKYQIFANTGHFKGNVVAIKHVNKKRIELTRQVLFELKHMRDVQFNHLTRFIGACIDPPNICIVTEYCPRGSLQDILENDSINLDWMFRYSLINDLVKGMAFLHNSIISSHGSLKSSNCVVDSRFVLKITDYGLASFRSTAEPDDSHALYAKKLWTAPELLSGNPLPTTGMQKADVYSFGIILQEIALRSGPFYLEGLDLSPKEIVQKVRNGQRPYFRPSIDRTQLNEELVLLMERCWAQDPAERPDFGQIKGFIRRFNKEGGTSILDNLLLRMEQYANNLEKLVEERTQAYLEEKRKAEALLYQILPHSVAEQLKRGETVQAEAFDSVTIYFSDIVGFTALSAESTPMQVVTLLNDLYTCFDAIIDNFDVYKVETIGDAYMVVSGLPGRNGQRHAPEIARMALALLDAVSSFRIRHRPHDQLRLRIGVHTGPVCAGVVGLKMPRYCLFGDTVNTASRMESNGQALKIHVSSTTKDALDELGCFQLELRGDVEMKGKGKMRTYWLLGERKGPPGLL
NPR1 activator: GC-A (human) enzyme activation; P16066; HEK293 GC-A cells, cGMP TR-FRET, EC30 ANP; 0% at EC30 ANP, 100% saturating ANP; activation, % at 10 µM; 0.14% of 370,000 active; AID 1671463; in the data active means activation above about 40%
sPLA2-III inh: Blocks human group III sPLA2 activity. Q9NZ20. QFRET BODIPY PC-A2 liposome hydrolysis, fluorescence. inhibition, % at 12.2 µM. 0.56% of 370,000 active;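 active means inhibition above mean plus 3 SD of compounds lying within the high and low control bounds, cut at about 19% in these data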;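 further: 0% = median of test compound wells and 100% = no enzyme DMSO wells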
rCAG RNA binder: r(CAG) repeat RNA binding. TO-PRO-1 dye displacement fluorescence. inhibition, % at 3 µM. 1.3% of 370,000 active. AID 651821;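 active means inhibition above the plate cutoff, the mean of all test compounds on that plate plus 3 SD, cut at about 35% in these data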;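 further: 0% = DMSO alone and 100% = 100 µM mitoxantrone as full dye displacement; higher means more dye released from RNA so lower well fluorescence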
KLK7 zymogen act: activators of human kallikrein-7 zymogen; purified proKLK7, EDANS-DABCYL substrate fluorescence; 100% is mature enzyme control, 0% vehicle; AID 652039; 0.9% of 370,000 active; activation, % at 7 µM;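 active means activation above the mean of all tested compounds plus 3 SD, computed per campaign excluding outliers beyond control limits, cut at about 13% in these data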
DDE Tn6 FP inh: disrupts Tn6 cyclic peptide binding to fibrin D-Dimer-E complex | P02675 | Fibrin DD(E) TRITC-Tn6 fluorescence polarization displacement | inhibition, % at 8.3 µM | 0.21% of 370,000 active | AID 720509;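 active means inhibition above a per-campaign cutoff: mean of compounds within control limits plus 3 SD, cut at about 15% in these data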;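 further: 0% = median of all compound wells on the plate and 100% = blocking peptide control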
ASAP1 inh: ASAP1 ArfGAP inhibition. 0.19% of 360,000 active. ASAP1-stimulated ARF1 GTP hydrolysis, GDP FP detection. AID 624377. Q9ULH1. inhibition, % at 16.5 µM; in the data active means inhibition above about 25%;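 further: 0% = vehicle with enzyme and substrate and 100% = no enzyme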
Starred values were filed as active, the others as inactive; i = inactive; / = no result given. Not a hit list; any-hit rate near 4.5%.

SMILES | ARFGAP1 inhibitor | ADAM10 inh | FXN GAA850 act | NPR2 activator | NPR1 activator | sPLA2-III inh | rCAG RNA binder | KLK7 zymogen act | DDE Tn6 FP inh | ASAP1 inh
Cc1c(C(=O)N2CCOCC2)c(S(=O)(=O)Nc2ccc(OC(F)(F)F)cc2)c(C)n1C | -0.5 | 5.8 | -1.1 | 1.8 | -0.4 | 6.3 | -1.8 | 0.2 | -3.0 | -7.4
Cc1cccc(Cn2cc(COC(=O)NCC(C)C)nn2)c1 | / | 1.9 | / | 10.2 | 7.0 | 7.0 | 0.3 | -0.2 | 3.6 | /
c1ccc(-c2nc(N3CCOCC3)c3ccccc3n2)nc1 | 3.2 | -4.8 | -2.2 | 6.1 | 2.3 | 10.8 | -0.8 | -0.3 | -0.9 | 8.9
Cc1ccc(-c2ccnc3c(Br)c(C)nn23)cc1 | -1.6 | 3.0 | 1.6 | -5.3 | -4.6 | 8.6 | -3.9 | 0.8 | 2.5 | 0.0
O=C(CCSc1nnc(-c2ccncc2)o1)Nc1cccc(Cl)c1 | -0.2 | -0.6 | 0.4 | -9.5 | -27.5 | -6.9 | -0.4 | 0.1 | 5.2 | 3.0
C=CCOn1c(C)c(C(C)=O)c2c3no[n+]([O-])c3ccc21 | 1.3 | -1.5 | 0.7 | 13.6 | 8.0 | 0.1 | 0.5 | -0.7 | 9.5 | 20.3
CCC1(O)C(=O)OCc2c1cc1n(c2=O)Cc2cc3cc(O)ccc3nc2-1 (stereo not given) | -10.9 | i | -15.0 | -0.2 | 56.5* | -43.7 | -62.6 | 63.9* | 0.3 | 6.7
COc1ccc(CN(CCN2CCOCC2)C(=O)c2cccc(F)c2F)cc1OC | / | 0.5 | / | 3.2 | -2.9 | -1.8 | 0.1 | -0.3 | 2.6 | /
COc1cccc(NS(=O)(=O)c2ccc(S(=O)(=O)N3CCOCC3)cc2)c1 | 6.8 | 4.0 | 1.3 | 4.4 | 1.1 | -9.8 | 7.2 | -0.1 | -4.6 | 5.4
CC(C)c1ccc(/C=C2\CC/C(=C\C=N\N(C)C)C2=O)cc1 | -7.2 | -2.1 | -6.2 | 0.1 | 1.0 | 11.7 | -3.1 | -0.1 | 1.6 | 8.1
CN(c1ccccc1C(=O)NCC1CCCO1)S(C)(=O)=O (stereo not given) | 1.8 | -10.6 | 0.1 | 1.4 | 1.4 | 0.6 | 0.5 | -0.2 | -4.4 | 13.4
O=C(O)C1CCN(c2ccccc2[N+](=O)[O-])CC1 | 0.4 | -1.1 | -0.2 | 6.1 | 1.7 | -1.2 | -0.6 | 0.0 | 3.7 | -5.2
Nc1ncc(-c2cc3ccccc3oc2=O)s1 | 0.2 | -2.3 | 5.2 | 10.0 | -3.6 | 4.8 | 4.7 | 0.7 | -10.2 | 0.8
Cc1cc(NC(=O)c2cc(-c3ccccn3)nc3c(Cl)cccc23)no1 | -13.8 | -18.7 | -2.4 | 3.4 | 8.7 | 2.5 | 5.9 | -0.2 | -1.4 | -8.6
O=C(O)c1cc(NC(=O)C2CCCO2)cc(NC(=O)C2CCCO2)c1 (stereo not given) | 4.0 | -10.5 | -0.9 | 7.7 | 0.9 | 4.4 | -1.6 | -0.4 | -4.7 | -11.5
O=C(/C=C/c1ccc(S(=O)(=O)N2CCOCC2)cc1)OCC(=O)c1ccc([N+](=O)[O-])cc1 | 6.0 | -4.8 | 1.4 | -1.0 | 1.5 | -12.7 | 7.7 | -0.6 | -1.1 | 4.2
CCOC(=O)/C(C#N)=C/c1cc2ccccc2nc1Cl | 3.5 | -9.7 | 2.0 | -6.1 | -2.4 | -1.0 | 5.1 | 0.7 | 2.4 | -4.9
O=C(CSCc1ccccc1)Nc1ccc(S(=O)(=O)Nc2ncccn2)cc1 | 4.6 | -1.5 | 0.3 | 1.1 | 2.0 | -1.8 | 3.6 | 0.4 | 3.3 | -0.1
O=C(O)C(Cc1c[nH]c2ccccc12)N1CCS(=O)(=O)CC1 (stereo not given) | 16.6 | -5.9 | 0.4 | -1.3 | 1.5 | 5.5 | -0.3 | -0.2 | -4.5 | 13.5
CN(C(=O)CSc1nnc(-c2ccc(OC(F)F)cc2)n1N)C1CCS(=O)(=O)C1 (stereo not given) | 9.8 | -0.6 | 0.7 | 1.5 | 0.2 | 0.4 | -1.3 | -0.3 | -1.4 | 1.9

Printed as active in KLK7 zymogen act, among the entries above:
Molecule,ARFGAP1 inhibitor,ADAM10 inh,NPR2 activator,NPR1 activator,sPLA2-III inh,KLK7 zymogen act,DDE Tn6 FP inh,ASAP1 inh
CCC1(O)C(=O)OCc2c1cc1n(c2=O)Cc2cc3cc(O)ccc3nc2-1 (stereo not given),-10.9,i,-0.2,56.5*,-43.7,63.9*,0.3,6.7

Back to the main list, repeating the 2 entries before the break.
SMILES | ARFGAP1 inhibitor | ADAM10 inh | FXN GAA850 act | NPR2 activator | NPR1 activator | sPLA2-III inh | rCAG RNA binder | KLK7 zymogen act | DDE Tn6 FP inh | ASAP1 inh
O=C(O)C(Cc1c[nH]c2ccccc12)N1CCS(=O)(=O)CC1 (stereo not given) | 16.6 | -5.9 | 0.4 | -1.3 | 1.5 | 5.5 | -0.3 | -0.2 | -4.5 | 13.5
CN(C(=O)CSc1nnc(-c2ccc(OC(F)F)cc2)n1N)C1CCS(=O)(=O)C1 (stereo not given) | 9.8 | -0.6 | 0.7 | 1.5 | 0.2 | 0.4 | -1.3 | -0.3 | -1.4 | 1.9
NC(=O)NC(=O)CC1S/C(=N/N=C/c2ccccc2)NC1=O (stereo not given) | 0.8 | -4.7 | -0.4 | 4.5 | -4.2 | 5.1 | 1.1 | -0.2 | -8.1 | 7.7
O=C(CSc1nnc(NC(=O)c2c(F)cccc2F)s1)NCc1ccco1 | 2.5 | 2.7 | 2.4 | 2.4 | -2.4 | -0.1 | 7.8 | 0.2 | -1.5 | 9.2
O=C(C#Cc1ccccc1)c1ccco1 | -3.2 | -4.6 | 12.5* | -0.7 | -7.1 | -23.6 | 4.2 | -0.1 | 3.6 | 1.8
Cc1ccc(C(=O)CC(=O)c2cccc(F)c2)c(O)c1 | 11.5 | 9.1 | 1.0 | -4.5 | -4.5 | -10.3 | 6.4 | 0.4 | -4.9 | -2.4
COc1c(Br)cc([N+](=O)[O-])c(OC)c1C(=O)NC(=O)Nc1nc(C)cc(C)n1 | 1.6 | -1.7 | 1.2 | -1.4 | -2.9 | 4.7 | 2.6 | -0.1 | 0.9 | 1.7
CCCc1nc(N)c(C#N)c(N)c1C#N | -5.5 | -0.9 | 5.4 | 7.0 | 3.2 | 6.4 | 2.5 | 0.2 | 12.6 | 22.8
CCc1cccc(C)c1NC(=O)CCCN1C(=O)NC(C)(C)C1=O | -4.9 | -11.6 | 2.0 | 7.3 | 2.9 | 12.1 | -0.8 | 0.6 | 4.3 | -7.7
COc1ccc(Cn2ccc3ccc(-c4ccc5ccn(C(=O)c6ccccc6C)c5c4)cc32)cc1 | / | -43.9 | / | 8.0 | 0.2 | -1.3 | 8.0 | -14.2 | -1.8 | /
COCC(=O)Nc1ccccc1C#N | 4.1 | 7.4 | 0.2 | 0.9 | 6.2 | 7.7 | 2.2 | 0.5 | 1.9 | 18.5
O=C(COc1ccc(Cl)cc1Cl)N/N=C/C1CC=CCC1 (stereo not given) | -2.2 | -0.3 | -0.9 | 1.6 | 1.0 | 0.3 | -0.3 | 0.4 | -5.1 | 2.8
Cc1cc(C(=O)NCC2CCCCC2)ccc1[N+](=O)[O-] | -2.5 | 1.0 | 1.1 | -3.6 | 0.3 | 0.8 | -1.4 | -0.3 | -1.8 | -5.1
Cc1cc(C)n(-c2cc(Oc3ccccc3)ncn2)n1 | -0.3 | -2.6 | 0.2 | -6.1 | -9.8 | 2.2 | -6.7 | -0.3 | 5.8 | -12.0
COC(=O)C1=C(C)N(Cc2ccccc2C(F)(F)F)C(=NCc2ccccc2C(F)(F)F)NC1c1cccc(C(F)(F)F)c1 (stereo not given) | 0.3 | -7.6 | / | 8.2 | -5.0 | 2.1 | -2.4 | -0.4 | 1.4 | 1.3
CCOCCCN1CN(Cc2ccccc2)CNC1=S | 12.8 | 0.1 | -1.2 | 8.6 | 0.5 | 4.8 | -4.0 | -0.7 | 7.8 | 1.3
COc1cccc(C2=NOC(C(=O)NCc3cccnc3)C2)c1 (stereo not given) | 10.0 | 0.6 | 0.0 | 1.4 | -2.9 | 5.2 | -1.8 | 0.7 | 3.9 | -9.0
COc1cccc(C2OC(=O)c3ccccc3N2C(C)=O)c1OC(C)=O (stereo not given) | 8.2 | -0.2 | 2.9 | 4.1 | 1.1 | 1.4 | -5.0 | 0.9 | -5.0 | 9.0
CC(C)CC1Nc2ncnc(N3CCN(c4ccccn4)CC3)c2N(Cc2ccc(Br)cc2)C1=O (stereo not given) | 12.0 | 4.7 | -0.7 | 12.7 | -0.6 | -5.5 | 3.5 | -0.8 | -2.3 | 4.2
Cc1cccc(NS(=O)(=O)c2coc(C(N)=O)c2)c1C | -4.8 | 0.8 | -1.9 | -0.3 | 0.5 | -2.3 | 3.2 | 0.1 | 8.3 | 1.7
NS(=O)(=O)c1ccc(CNC(=S)NC2CC2)cc1 | 0.6 | 2.0 | -1.0 | 3.0 | 0.2 | 1.9 | 0.1 | -0.3 | 1.6 | 3.6
CCCNC(=O)NC(=O)CSc1nnc(-c2c[nH]c3ccccc23)o1 | -14.5 | -2.0 | 1.9 | -8.7 | -6.5 | -36.7 | 4.0 | -0.3 | -3.1 | 10.2
O=C(CCc1nnc2ccc(NCc3ccccc3Cl)nn12)NC1CCCC1 | -0.9 | -7.8 | -1.2 | -2.3 | -1.1 | 0.1 | -2.1 | -0.7 | 5.8 | -9.6
Cc1cc(F)ccc1S(=O)(=O)N1CCCCC1CCNC(=O)C(=O)NCc1ccccn1 (stereo not given) | 7.4 | 1.3 | -0.1 | 0.4 | -1.0 | 5.2 | 1.5 | -0.1 | 8.6 | -10.8
O=C(CSc1nc2ccccc2c(=O)n1-c1ccc(F)cc1F)Nc1ccc(N2CCOCC2)cc1 | 8.8 | -5.5 | 3.7 | 0.1 | 5.1 | 11.5 | 1.5 | 0.7 | 0.3 | 8.5
O=C(NCc1ccc(Cl)cc1)NCC(F)(F)F | 8.6 | 0.5 | 0.2 | -6.1 | 0.6 | -6.9 | -1.6 | 0.0 | -1.6 | 13.6
COc1ccc(C(=O)c2cc3c(cc2[N+](=O)[O-])OCCO3)cc1 | 4.4 | -2.3 | 3.4 | -2.1 | -0.6 | 0.0 | -5.7 | 0.0 | 1.4 | 6.4
CN(C)CCCNC(=O)c1cccc(-c2cnc3cccnn23)c1 | 8.1 | i | 0.5 | -1.8 | -0.9 | -2.8 | 2.7 | 54.1* | -2.3 | 3.3
CCCCC(c1nnnn1C1CCCC1)N1CCN(C(=O)c2ccco2)CC1 (stereo not given) | -5.4 | 1.6 | 1.9 | 1.8 | -1.7 | 1.3 | -7.2 | 0.0 | -7.7 | -0.6
O=c1[nH]c(=O)n(Cc2ccccc2)c2c1CCC2 | 0.1 | -2.3 | 0.3 | 4.3 | 5.5 | 9.2 | -1.9 | 0.3 | -4.0 | -4.5

Individual results from the entries so far:
Entry for Nc1ncc(-c2cc3ccccc3oc2=O)s1 under sPLA2-III inh: 4.8
Entry for Cc1cccc(Cn2cc(COC(=O)NCC(C)C)nn2)c1 under NPR2 activator: 10.2

Compound activity from PubChem.
